telomere uncapping: survival after telomere uncapping, modulators, primary screen, cell-based (AID 1259312) | HCT116 + Ad-hTR-mut, survival, MTT, 5 d; stronger effect = higher value | fold change at 10 µM | 4,500 tested, 4.5% active;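 active = cell survival measured by absorbance rises more than 2.5-fold over infected cells without compound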;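 also: virus expresses mutant telomerase RNA that uncaps telomeres and kills cells; compound added 2 days after infection so exposure lasts 3 days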
Starred values were filed as active, the others as inactive; & = joins results of further samples. Some of the compounds tested. The share of hits here may be higher or lower than overall.

The opening 3 records (preview)
Results for O=C(CN1C(=O)C2CCCN2C1=O)c1ccc2c(c1)CCCC2 (configuration not stated) ?
telomere uncapping: -1.3

What do the screens show for `CC1=C(C(=O)OC(C)C)C(c2cccs2)C2=C(CC(C)(C)CC2=O)N1` (configuration not stated)?
telomere uncapping: -2.2

How did CC(=O)O[C@]1(C(C)=O)CC[C@H]2[C@@H]3C=C(Cl)C4=CC(=O)CC[C@]4(C)[C@H]3CC[C@@]21C do in these assays?
telomere uncapping: -1.7

Results, previewed entries included:
Results for O=C(CN1C(=O)C2CCCN2C1=O)c1ccc2c(c1)CCCC2 (configuration not stated) ?
telomere uncapping: -1.3

What do the screens show for `CC1=C(C(=O)OC(C)C)C(c2cccs2)C2=C(CC(C)(C)CC2=O)N1` (configuration not stated)?
telomere uncapping: -2.2

How did CC(=O)O[C@]1(C(C)=O)CC[C@H]2[C@@H]3C=C(Cl)C4=CC(=O)CC[C@]4(C)[C@H]3CC[C@@]21C do in these assays?
telomere uncapping: -1.7

Results for CC(C)c1ccc(C2[C@H]3CN(C)CC=C3C(C#N)=C(N)C2(C#N)C#N)cc1 (some centres not stated) ?
telomere uncapping: 2.1

How did C=CCn1c(-c2ccccc2Br)n[nH]c1=S do in these assays?
telomere uncapping: -1.8

How did O=C1NC(=Nc2ccc(F)cc2)S/C1=C/c1ccc(N2CCCC2)o1 do in these assays?
telomere uncapping: inactive

What do the screens show for `Cc1cc(C)cc(-n2c(C)cc(C=Nc3ccc(I)cc3)c2C)c1`?
telomere uncapping: -1.1

What do the screens show for `Nc1nc2c(ncn2[C@@H]2O[C@H](COP(=O)(O)O)[C@@H](O)[C@H]2O)c(=O)[nH]1`?
telomere uncapping: inactive

What do the screens show for `Brc1ccccc1-n1cnnc1`?
telomere uncapping: -1

How did COC(=O)c1cc(C(C)C)sc1N do in these assays?
telomere uncapping: 1.2

How did COCCN1C(=O)/C(=C/c2cccs2)SC1=S do in these assays?
telomere uncapping: -1.2

Results for O=C(Nc1ccc(F)cc1F)C1CC(=O)N(c2ccc(F)cc2)C1 (configuration not stated) ?
telomere uncapping: 1.4

What do the screens show for `O=[N+]([O-])c1ncn(Cc2ccc(Cl)cc2Cl)n1`?
telomere uncapping: -3.2

How did O=[N+]([O-])c1cnn(C2=CNc3ccccc3N=C2)c1 do in these assays?
telomere uncapping: 1.9

Results for N#CCOc1ccc2oc(-c3ccco3)cc(=O)c2c1 ?
telomere uncapping: 1

What do the screens show for `O=S(=O)(c1ccc(Br)cc1)N1CCN(Cc2ccc3c(c2)OCO3)CC1`?
telomere uncapping: -1.7

How did Nc1ccc2nn(-c3ccc(Cl)cc3)nc2c1 do in these assays?
telomere uncapping: 1.4

How did Nc1ccc(S(=O)(=O)Nc2ccc(Cl)nn2)cc1 do in these assays?
telomere uncapping: 2.5*

How did CC(C)[C@@H](C(=O)O)N1C(=O)c2cc(Cl)c(Cl)cc2C1=O do in these assays?
telomere uncapping: 1.7

Results for O=C(CSc1ncccn1)NC1CCSC1=O (configuration not stated) ?
telomere uncapping: 1.2

What do the screens show for `O/N=C(\c1ccc(Cl)cc1)c1ccco1`?
telomere uncapping: -1.1

Results for CC(=O)N/C(=N/c1nc(C)cc(C)n1)Nc1ccc(F)cc1F ?
telomere uncapping: inactive

What do the screens show for `O=C(O)C1=CC(=C(c2ccc(O)c(C(=O)O)c2)c2ccc(O)c(C(=O)O)c2)C=CC1=O`?
telomere uncapping: -1.4&1.1

What do the screens show for `Clc1ccccc1-c1nnc(/C=C/c2cccc3ccccc23)o1`?
telomere uncapping: -1.3

Results for O=C(Nc1ccc(I)cc1)c1ccc(Br)o1 ?
telomere uncapping: 1.5

How did COc1ccc2c(CN3CCOCC3)cc(=O)oc2c1 do in these assays?
telomere uncapping: -1.1

How did CS(=O)(=O)N1CCc2cc(C(=O)NCc3ccc4c(c3)OCO4)ccc21 do in these assays?
telomere uncapping: 1.5

How did CCCOc1ccccc1N=c1ssc2c1-c1cc(C)c(C)cc1NC2(C)C do in these assays?
telomere uncapping: -3.6

How did COc1ccc2sc3ccccc3c(=O)c2c1 do in these assays?
telomere uncapping: -1

How did O=C1NC(=S)S/C1=C\C=C\c1ccccc1 do in these assays?
telomere uncapping: -1.1

Entries from the list above that contain a carbonyl joined to an NH by a bond outside any ring (5):
Results for O=C(Nc1ccc(F)cc1F)C1CC(=O)N(c2ccc(F)cc2)C1 (configuration not stated) ?
telomere uncapping: 1.4

Results for O=C(CSc1ncccn1)NC1CCSC1=O (configuration not stated) ?
telomere uncapping: 1.2

Results for CC(=O)N/C(=N/c1nc(C)cc(C)n1)Nc1ccc(F)cc1F ?
telomere uncapping: inactive

Results for O=C(Nc1ccc(I)cc1)c1ccc(Br)o1 ?
telomere uncapping: 1.5

How did CS(=O)(=O)N1CCc2cc(C(=O)NCc3ccc4c(c3)OCO4)ccc21 do in these assays?
telomere uncapping: 1.5

(continued)
Results for CC1(C)[C@@H](O)CC[C@]2(C)[C@H]3C(=O)C=C4[C@@H]5C[C@@](C)(C(=O)O)CC[C@]5(C)CC[C@@]4(C)[C@]3(C)CC[C@@H]12 ?
telomere uncapping: 1.2

What do the screens show for `COc1ccc(Sc2cccs2)cc1`?
telomere uncapping: -1.7

Results for O=c1cc2oc3cc(O)c(-c4ccc(O)cc4O)cc3nc-2cc1-c1ccc(O)cc1O ?
telomere uncapping: inactive

What do the screens show for `Cc1c(Br)c([N+](=O)[O-])nn1CC(=O)Nc1sc2c(c1C(N)=O)CCC(C)C2` (configuration not stated)?
telomere uncapping: -1.1

What do the screens show for `O=[N+]([O-])c1ccc(NCCN2CCOCC2)c([N+](=O)[O-])c1`?
telomere uncapping: -1.2

Results for COc1cc(SC#N)ccc1O ?
telomere uncapping: 1

How did O=c1c2c3c(sc2nc2n1CCCC2)CCCCC3 do in these assays?
telomere uncapping: 1.1

What do the screens show for `Cn1c(C23CC4CC(CC(C4)C2)C3)n[nH]c1=S`?
telomere uncapping: -1.1

How did Cn1c(-c2ccco2)n[nH]c1=S do in these assays?
telomere uncapping: -1.2

What do the screens show for `CN1CCC2(CC1)C(C#N)=C(O)NC1=C2C(=O)CC(C)(C)C1`?
telomere uncapping: -1.3

How did Cc1ccc2[nH]c3c(c2c1)CCCC3=O do in these assays?
telomere uncapping: 1.1

Results for O=S(=O)(Nc1cccnc1)c1ccc(F)cc1 ?
telomere uncapping: -1.2

Results for N#Cc1c(N)nc2c(c1-c1cccc(Br)c1)CCCCC2 ?
telomere uncapping: -1

Results for S=C(N/N=C1\CCCc2c1[nH]c1ccc(C3CCCCC3)cc21)Nc1ccccc1 ?
telomere uncapping: inactive

How did COc1ccc(S(=O)(=O)N2CC(C)CC(C)C2)cc1 (configuration not stated) do in these assays?
telomere uncapping: 3.3*

What do the screens show for `CCOC(=O)C1=C(C(=O)OCC)SC(=C2C(=S)C(C)(C)Nc3cc(C)ccc32)S1`?
telomere uncapping: 2.3

What do the screens show for `COc1cc(C2=NOC(=O)/C2=C\c2ccc(Br)cc2)cc(OC)c1OC`?
telomere uncapping: -1.9

Results for Cn1c(C(O)c2ccccc2)n[nH]c1=S (configuration not stated) ?
telomere uncapping: -1

Results for CC1=C/C(=C(\c2ccc(O)c(C)c2)c2ccccc2S(=O)(=O)O)C=CC1=O ?
telomere uncapping: 1

How did COc1cc(Sc2ccc(N)c(OC)c2)ccc1N do in these assays?
telomere uncapping: -1.4

How did COC(=O)C(C)Nc1n[nH]c(=O)[nH]c1=O (configuration not stated) do in these assays?
telomere uncapping: -1.8

Results for N[C@H](Cc1cc(I)c(Oc2cc(I)c(O)c(I)c2)c(I)c1)C(=O)O ?
telomere uncapping: -1.4

How did O=[N+]([O-])c1ccc(N2CCN(S(=O)(=O)c3ccccc3)CC2)cc1N1CCOCC1 do in these assays?
telomere uncapping: -1.7

Results for CN1C(=O)C2(C(C#N)=C(N)Oc3c2c(=O)n(C)c(=O)n3C)c2ccccc21 (configuration not stated) ?
telomere uncapping: -1.1

What do the screens show for `O=C(C(=O)N1CCc2ccccc21)N1CCc2ccccc21`?
telomere uncapping: -1.3

Results for Cc1cc(SCc2ccccn2)c(C#N)c(C)n1 ?
telomere uncapping: 1.9

Results for Cc1[nH]nc(C(F)(F)F)c1Cl ?
telomere uncapping: -1.6

How did Cc1[nH]c(=O)[nH]c(=O)c1Br do in these assays?
telomere uncapping: -1.1

What do the screens show for `O=C1CN(C(=O)CSC2CCS(=O)(=O)C2)c2ccccc2N1` (configuration not stated)?
telomere uncapping: -1.2

What do the screens show for `NC1CCCc2c1[nH]c1ccc(Br)cc21` (configuration not stated)?
telomere uncapping: -11

Results for O=[N+]([O-])c1ccc2[nH]c(=S)[nH]c2c1 ?
telomere uncapping: -1.7

Results for CCc1cc(-c2nc(N)nc(C(F)(F)F)c2-c2csc(C)n2)c(O)cc1OC ?
telomere uncapping: inactive

Results for COC(=O)C1=C(C)N2C(=O)CSC2=NC1c1ccc2c(c1)OCO2 (configuration not stated) ?
telomere uncapping: -1.1

Results for O=[N+]([O-])c1ccc(Cl)cc1SCCO ?
telomere uncapping: 3.1*

How did C[N+](C)(CC(=O)c1ccc(Br)cc1)CC12CC3CC(CC(C3)C1)C2 do in these assays?
telomere uncapping: -2.1

Filtered by structure: the compounds so far containing a CF3 group (two)
Results for Cc1[nH]nc(C(F)(F)F)c1Cl ?
telomere uncapping: -1.6

Results for CCc1cc(-c2nc(N)nc(C(F)(F)F)c2-c2csc(C)n2)c(O)cc1OC ?
telomere uncapping: inactive
